Compound activity: PubChem BioAssay, National Center for Advancing Translational Sciences (NCATS)
TGFb SMAD3 inh – TGF-b pathway inhibition. HepG2 CAGA-GFP TGF-b/SMAD3 reporter, GFP fluorescence, 18 h; TGF-beta stimulated, 500 pg/mL final. Potency, µM (titrated, usually from 46.1 µM), for the others: at the top dose activity, negative = inhibition, most hits filed as inhibitors. actives 1.2% (n = 410,000); note: potency is the fitted concentration of half-maximal effect; % is set by controls: 0 for no effect and ±100 for the full control effect; nearly all actives have a fitted effect of over 65% in size
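TGF-beta reporter screen: HEPG2 CAGA-GFP, 1% FBS, 500 pg/mL TGF-beta final, 18 h; per-cell GFP summed per well; curves fitted and categorized by class.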
CCT modulator – cytosolic chaperonin activity modulation; purified chaperonin ATPase assay, HTRF ADP detection, 30 min; activity change, % (no concentration beside the values), hits read low; actives 0.3% (n = 360,000); AID 651819; in the data active = activity change below about -30%; note: % is set by controls: 0 for no effect and ±100 for the full control effect
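We incubate TRiC, 40 or 20 nM final, with library compounds at 76 uM and 10 uM ATP for 30 min at 37 °C. ADP formed is detected with Transcreener HTRF reagents after 30 min at room temperature.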
Mm-Cpn inhibitor – inhibitors of Methanococcus maripaludis chaperonin (MmCpn); purified Mm-Cpn ATPase, ADP Transcreener TR-FRET; Potency, µM (series often up to 76.9 µM), inactives show at the top dose activity, negative = inhibition, most hits filed as inhibitors; actives 0.031% (n = 330,000); AID 504842; note: potency is the fitted concentration of half-maximal effect; % is set by controls: 0 for no effect and ±100 for the full control effect; nearly all actives have a fitted effect of over 80% in size
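ATPase turnover read by TR-FRET ADP competition (Eu cryptate antibody/ADP-d2, 665/590 nm): 10uM ATP final, 25nM Mm-CPN final, 30 min 37degC after 10-min compound preincubation, pH 7.4 Tris/KCl/MgCl2/DTT buffer.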
Akt phos inh – inhibitors of Akt phosphorylation; actives 0.32% (n = 360,000); AID 651550; activity change, % for hits at 50 µM; Neuro2A IGF-stimulated pAkt S473 HTRF, 20 min; active compounds read low; in the data active = activity change below about -80%; inconclusive = mostly about -51% to -80%; note: % is set by controls: 0 for no effect and ±100 for the full control effect
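Neuro2A cells in DMEM with 0.5% FBS, overnight at 37 deg C, given compound at single 50 µM final, then IGF (6 nM final) for 20 min at 37 deg C. Lysed; phospho-Akt Ser473 by HTRF after 24 h, 665/615 ratio.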
Abeta rescue – restores growth of yeast expressing A-beta42 peptide; yeast expressing A-beta42, growth rescue, OD600, 48 h; response scale: 0% DMSO, 100% iron-clioquinol control; Potency, µM (doses to about 46.1 µM), for the others: at the highest dose growth rescue, most hits filed as activators; actives 0.063% (n = 410,000); AID 1347071; note: potency is the fitted concentration of half-maximal effect; nearly all actives have a fitted effect of over 55% in size
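Yeast A-beta toxicity model in growth medium with pinned compounds, 48 h at 30 C; growth read as absorbance at 600 nm. Normalized to FeCl3/clioquinol equimolar mix (positive) and DMSO (negative).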
Nrf2 ARE act – activators of Nrf2 (ARE) signaling; actives 0.31% (n = 410,000); AREc32 ARE-luciferase reporter (MCF7-derived line), luminescence, 24 h; Potency, µM (series often up to 46.1 µM), for the others: top-dose activation, hits mostly activators; note: potency is the fitted concentration of half-maximal effect; % of control where 0% means no effect; nearly all actives have a fitted effect of over 65% in size
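Each well held 1000 AREc32 cells, which were incubated with compound for 24 hr at 37 deg C after overnight attachment, and ARE reporter activity was quantified by firefly luciferase luminescence.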
A549 tox – kills or reduces viability of A549 cells in Nrf2 counter-screen | A549 ARE-Fluc cells, CellTiter-Fluor viability, 18-24 h | Potency, µM (titrated, usually from 46 µM), for the others: at the highest dose activity change, negative = cytotoxicity, actives largely listed as inhibitors | actives 0.16% (n = 390,000); note: potency is the fitted concentration of half-maximal effect; % is set by controls: 0 for no effect and ±100 for the full control effect
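Cytotoxicity counterscreen: CellTiter-Fluor fluorescence was measured in A549 ARE_Fluc cells after 18-24 h of compound exposure in a concentration series. The subsequent BugLite luminescent read reports ARE-luciferase activity.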
HepG2 tox – kills HepG2 cells in TGF-b inhibitor counter-screen; actives 0.76% (n = 410,000); AID 588856; HepG2 CAGA-GFP viability, ATP luminescence, 18 h; Potency, µM (series often up to 46.1 µM), for inactives: at the top dose activity change, negative = cytotoxicity, hits mostly cytotoxic; note: potency is the fitted concentration of half-maximal effect; some results filed as inactive show a strong effect at the top dose
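HepG2 CAGA-GFP cells (1000/well, DMEM with 1% FBS) received compound, then TGF-beta at 500 pg/mL final, and were incubated 18 hours at 37 degrees C. Viability was read by CellTiter-Glo luminescence. Media-only wells were set as complete cell-killing and DMSO as no toxicity.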
Nrf2 block – blocks Nrf2 signaling | A549 ARE-Fluc reporter, luciferase luminescence, 18-24 h | Potency, µM (highest dose often 46 µM), without a hit: at the top dose activity change, negative = inhibition, most hits filed as inhibitors | actives 2.1% (n = 360,000) | AID 504444; note: potency is the fitted concentration of half-maximal effect; % is set by controls: 0 for no effect and ±100 for the full control effect; nearly all actives have a fitted effect of over 60% in size
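A549 ARE_Fluc cells (5000/well, 5% FBS OPTI-MEM) pre-incubated 2 h, then treated with compounds 18-24 h at 37C/5% CO2 in concentration-response. CellTiter-Fluor viability read first; BugLite luciferase luminescence after 15 min at room temperature gives Nrf2 activity.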
* hit, by the source's call; i = inactive; ? = inconclusive; . = not tested or not shown; [ ] = another dose, or the depositor's remark. Unless noted, calls come from the whole dose curve; as a rule, active = well fitted curve in the direction sought with a large enough effect; inconclusive = small, poorly fitted or top-dose-only effect, or another doubt; inactive = no such curve, though single readings can be large; an effect the other way counts as inactive or inconclusive.

SMILES	TGFb SMAD3 inh	CCT modulator	Mm-Cpn inhibitor	Akt phos inh	Abeta rescue	Nrf2 ARE act	A549 tox	HepG2 tox	Nrf2 block
O=C(CN(Cc1ccccc1Cl)C(=O)c1csnn1)NCc1ccc(F)cc1	6%	-3.2	0%	i	-13%	2.3%	0%	-41%	-10%
C=C(CO)C1Cc2cc(C(C)=O)ccc2O1 (stereo not given)	21%	-1.1	0%	i	-1%	-0.4%	-1%	6%	5%
O=C(COc1cccnc1[N+](=O)[O-])N1CCc2ccccc2C1	2%	-2.1	2%	i	-7%	0.1%	1%	-13%	18%
COc1ccc(/C=C/C(=O)N2CCCC2)cc1OC	5%	-7.8	-2%	i	-12%	4.0%	0%	-86%	3%
CCCCOc1ccc(OC(=O)c2sc3ncn(Cc4cccc(F)c4)c(=O)c3c2C)cc1	8%	.	.	.	-3%	0.6%	-2%	0%	.
CC1CCN(C(=O)CN(CCc2ccccc2)S(C)(=O)=O)CC1	-11%	-0.3	1%	i	14%	0.1%	2%	0%	?
Cc1cnc(C(=O)OCC(=O)Nc2cccc(Cl)c2)cn1	2%	-1.5	0%	i	6%	-0.3%	2%	-13%	?
COc1ccc(C2C=C(C34CC5CC(CC(C5)C3)C4)NC(=S)N2)cc1 (stereo not given)	?	0.2	0%	i	?	-0.4%	-3%	-32%	?
c1ccc(C2(CN3CCNC[C@H]3Cc3cccc4ccccc34)CC2)cc1	?	-1.0	0%	i	3%	-4.6%	0%	-105%	4%
COc1ccccc1NC(=S)NCc1cccnc1	-12%	-1.6	4%	i	-8%	3.3%	3%	3%	-6%
c1ccc(N2CCN(Cc3cnc(N4CCOCC4)s3)CC2)cc1	-27%	2.7	3%	i	-13%	2.2%	-8%	55%	?
CC(C)NC(=O)c1n[nH]c(=O)c2ccccc12	-1%	-0.1	-2%	i	14%	0.3%	-1%	-8%	8%
O=C(CSc1nc2c(cnn2-c2ccccc2)c(=O)[nH]1)N1CCOCC1	0%	-1.3	1%	i	-4%	0.3%	0%	-30%	-21%
CC(=O)c1ccc(N2CCN(C(=S)Nc3ccccc3C(F)(F)F)CC2)cc1	?	-2.8	-5%	i	1%	2.6%	-24%	4%	?
O=C(/C=C/c1cccc(Cl)c1)Nc1ncccn1	10%	-0.2	-1%	i	-10%	29%	2%	-1%	16%
COC(=O)c1cc(C(=O)OC)cc(N2C(=O)CC(Sc3nc(C)cc(C)n3)C2=O)c1 (stereo not given)	0%	-2.3	3%	i	-11%	3.7%	0%	0%	6%
COc1ccc2sc(-c3ccc(SC)cc3)c(/C=C/c3ccc(OC)c(OC)c3)c2c1	-8%	1.0	-2%	i	-8%	3.5%	10%	-29%	10%
CN(C)CCCn1c(SCC(=O)N2c3ccccc3Sc3ccccc32)nc2ccccc2c1=O	-21%	-0.1	?	i	8%	14%	-2%	10µM*	2%
COc1ccccc1CCNC(=O)C(=O)NCC(c1cccs1)S(=O)(=O)c1cccs1 (stereo not given)	-20%	.	.	.	-3%	5.1%	11%	-35%	.
C[C@@H]1CN([C@@H](C)CO)C(=O)c2cc(C#Cc3ccccc3)cnc2O[C@@H]1CN(C)Cc1ccccn1	-15%	0.5	.	i	-11%	-0.2%	.	-19%	.
O=C(Cc1cccs1)NCc1cccc(Br)c1	-11%	-0.6	2%	i	0%	0.4%	13%	2%	?
CCNc1nc(NCC)nc(N/N=C(\C)c2ccc(OC)cc2)n1	-21%	0.3	4%	i	-6%	-0.3%	3%	-17%	-20%
CCc1ccc(NC(=O)CN2C(=O)c3ccccc3Sc3ccc(C(=O)N4CCCC4)cc32)cc1	-16%	.	.	.	5%	12%	-9%	-10%	.
c1ccc2c(c1)ccc1[nH]c3c(c12)CCCC3	-8%	-1.1	.	i	-57%[inhibitor]	4.5%	-6%	-20%	?
CCOc1ccc(/C=C/c2nc(C#N)c(N3CCC(C)CC3)o2)cc1	?	.	.	.	17%	2.4%	1%	-39%	25%
COc1ccc(C(=O)N/C(=C\c2ccco2)C(=O)NCCCn2ccnc2)cc1	-10%	-5.8	-5%	i	-8%	0.0%	-5%	-9%	2%
Cc1[nH][nH]c(=O)c1C(c1ccc(-c2ccc(C(=O)O)cc2)o1)c1c(C)[nH][nH]c1=O	-15%	-0.3	-5%	i	-14%	5.2%	-10%	-20%	-25%
Nc1nc(CN2CCN(c3ccc(F)cc3)CC2)nc(N2CCCc3ccccc32)n1	-11%	2.5	-1%	i	14%	-0.6%	-4%	-6%	-23%
CCOc1ccccc1C1NC(c2ccc3c(c2)OCO3)=CC(c2ccccc2O)N1 (stereo not given)	-23%	.	.	.	.	.	-10%	-33%	19%
CCS(=O)(=O)N1Cc2ccccc2CC1C(=O)Nc1nc2ccccc2s1 (stereo not given)	9%	0.4	-4%	i	-7%	-1.1%	4%	-6%	?

Entries listed so far containing a Cl atom, in the order listed:
SMILES	TGFb SMAD3 inh	CCT modulator	Mm-Cpn inhibitor	Akt phos inh	Abeta rescue	Nrf2 ARE act	A549 tox	HepG2 tox	Nrf2 block
O=C(CN(Cc1ccccc1Cl)C(=O)c1csnn1)NCc1ccc(F)cc1	6%	-3.2	0%	i	-13%	2.3%	0%	-41%	-10%
Cc1cnc(C(=O)OCC(=O)Nc2cccc(Cl)c2)cn1	2%	-1.5	0%	i	6%	-0.3%	2%	-13%	?
O=C(/C=C/c1cccc(Cl)c1)Nc1ncccn1	10%	-0.2	-1%	i	-10%	29%	2%	-1%	16%

(cont.)
SMILES	TGFb SMAD3 inh	CCT modulator	Mm-Cpn inhibitor	Akt phos inh	Abeta rescue	Nrf2 ARE act	A549 tox	HepG2 tox	Nrf2 block
CCOc1ccc2nc(NCCNC(=O)Nc3ccccc3)c(C#N)cc2c1	-7%	-3.0	-3%	i	30%	0.1%	?	-28%	-23%
CC(C)(C)c1cc(/C=C2\NC(=O)NC2=O)cc(C(C)(C)C)c1O	?	1.0	-2%	i	24%	18%	-5%	-41%	?
CCOc1cccc2sc(NC(=O)CCS(=O)(=O)c3ccccc3)nc12	14µM*	-0.7	2%	i	3%	?	-2%	-8%	3%
COc1ccccc1CN(C)CC(=O)Nc1cccc(S(=O)(=O)N2CCCC2)c1	-1%	-1.4	-1%	i	-19%	2.1%	8%	-17%	-20%
Oc1ccc(Br)cc1/C=N/Nc1ccccn1	0.56µM*	-0.8	3%	i	-72%[inhibitor]	0.5%	-4%	-3%	-9%
Cc1cc(NC(=O)CSc2ncnc3sccc23)no1	2%	-1.6	-10%	i	10%	8.4%	6%	2%	-5%
COc1cc(OC)cc(C(=O)NNC(=O)Cc2ccc(OC)c(S(=O)(=O)N3CCOCC3)c2)c1	1%	-4.4	1%	i	-2%	-0.7%	-3%	5%	-4%
Cc1ccc(CCN2C(=O)CCC2(C)C(=O)NC2CCCC2)cc1 (stereo not given)	-12%	-1.8	1%	i	0%	-0.6%	2%	0%	2%
Cc1c(Cl)cccc1NC(=O)CCCCCN1C(=O)CCC1=O	-8%	-1.4	0%	i	-4%	-0.2%	13%	24%	?
Fc1ccc(Nc2nc3ccccc3s2)cc1	-2%	-2.4	1%	i	10%	13%	-1%	2%	?
CCN(CC)c1ccc(NS(=O)(=O)c2ccc3c(c2)oc(=O)n3C)c(C)c1	5%	-1.4	-4%	i	-3%	5.3%	19%	-15%	?
N#Cc1c(-c2ccc(Cl)cc2)ccn2nc(C3CCCCC3)nc12	-3%	0.7	-1%	?	-7%	0.4%	1%	-9%	?
Cc1ccccc1C(=O)NC1CCN(CC(=O)Nc2nccs2)CC1	-3%	-3.1	-1%	i	14%	0.2%	-5%	-4%	-10%
Cc1cc(CN(C)C(=O)c2ccc3nc(Cc4ccccc4F)oc3c2)n[nH]1	6%	0.4	1%	i	0%	0.1%	-1%	-11%	6%
CSCC[C@H](NC(=O)OC(C)(C)C)C(=O)N/N=C/c1cccc2cccnc12	-6%	0.9	0%	i	-16%	19%	7%	-53%	20%
CCCc1cc(=O)oc2cc(OCc3cc(OC)c(OC)c(OC)c3)c(Cl)cc12	-2%	-2.5	-1%	i	5%	-0.7%	-1%	2%	?
CC(NC(=O)c1cnc2ccccc2n1)c1ccccc1 (stereo not given)	-2%	0.1	3%	i	1%	5.8%	1%	-7%	?
C/C=C/c1ccc(OCC(=O)Nc2cc(Cl)ccc2-n2cncn2)c(OC)c1	-10%	-3.1	-1%	i	-16%	3.1%	4%	-28%	-8%
COc1cc(C(=O)NCC(c2ccc(N(C)C)cc2)N2CCc3ccccc32)cc(OC)c1OC (stereo not given)	-26%	.	.	.	-5%	?	-8%	-46%	.
Oc1ccc(Br)cc1CNc1cnc2ccccc2c1	?	0.1	2%	i	-8%	20%	-6%	13µM*	25%
CN(CCOc1ccccc1)S(=O)(=O)c1ccccc1C#N	20%	-1.0	-2%	i	0%	-0.3%	10%	-12%	-17%
Clc1ccc(-c2cc(COc3ccc4ccccc4c3)no2)cc1	?	-0.6	1%	i	0%	-0.5%	-1%	-5%	2%
O=C(c1ccc(O)c(Br)c1)c1cc(Br)ccc1O	?	-0.4	.	i	-92%[inhibitor]	0.2%	3%	-27%	2%
CCCCOCCCNC(=O)Cc1ccccc1OC	14%	-11	0%	i	9%	-0.6%	-1%	3%	12%
O=C(c1ccc(N2CCCS2(=O)=O)cc1)N1CCN(c2ccccc2)CC1	10%	-0.5	2%	i	-1%	1.2%	1%	-7%	7%
CNC(=S)N/N=C/c1c(C)cccc1Cl	-17%	-1.9	0%	i	?	7.2%	4%	17%	-18%
